N-glyco inh: N-linked glycosylation inhibition; 360,000 compounds, 0.23% hits; reporter increase, % at 12.5 µM; D54 ERlucT glycosylation luciferase reporter, 24 h; percent of 100 nM tunicamycin response;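 active means mean luciferase reporter signal, scaled so untreated is 0 and the glycosylation-blocking control 100, at or above a set limit in every replicate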;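 further: luciferase carries N-glycosylation sites so blocking glycosylation raises the light; 0% = median of neutral control wells and 100% = median of 100 nM tunicamycin wells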
H9c2 protect: protects H9c2 cardiomyocytes from peroxide injury | H2O2 injury protection, ATPLite, 2 h | AID 588492 | 360,000 compounds, 0.63% hits | protection from H2O2 cell death, % at 20 µM;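 active means compounds giving at least 50% protection of heart cells from peroxide-induced death in the single-dose screen, raw or plate-pattern-corrected value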;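 further: 0% = DMSO wells with peroxide and 100% = DMSO wells without peroxide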
NOD2-RIPK2 inh: NOD2-RIPK2 protein interaction inhibition; O43353; CHO BLA complementation NOD2-RIPK2, CCF4 ratio; inhibition, % at 4.98 µM; 360,000 compounds, 0.38% hits; AID 624267; in the data active means inhibition above about 21%;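 further: 0% = vehicle only and 100% = reference blocker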
MC4R antag cAMP: antagonists of human melanocortin 4 receptor (MC4R); P32245; MC4R-expressing cells, MTII-stimulated cAMP, LANCE TR-FRET; inhibition, % at 6.5 µM; 360,000 compounds, 0.48% hits;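 active means inhibition above its plate's cutoff, the mean of tested wells on that plate plus 3 SD, cut at about 29% in these data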;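 further: 0% = Melanotan II alone and 100% = Melanotan II plus saturating MCL0020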
Target sequence (P32245 whole entry, looked up): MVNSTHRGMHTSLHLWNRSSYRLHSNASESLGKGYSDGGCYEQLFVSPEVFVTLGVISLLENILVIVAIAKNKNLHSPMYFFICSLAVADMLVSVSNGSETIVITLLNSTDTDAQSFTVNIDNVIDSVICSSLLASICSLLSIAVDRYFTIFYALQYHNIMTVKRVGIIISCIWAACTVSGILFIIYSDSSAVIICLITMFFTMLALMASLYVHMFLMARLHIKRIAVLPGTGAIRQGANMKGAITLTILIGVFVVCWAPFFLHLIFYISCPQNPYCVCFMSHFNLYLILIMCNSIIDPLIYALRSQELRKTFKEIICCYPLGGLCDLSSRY
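Material: U2OS-MC4R stable cell line | Reagent: Melanotan II challenge after compound preincubation | Doses: One concentration, 6.5 µM nominal | Incubation: 30-min compound preincubation, 1-h Melanotan II challenge, 1-h detection, room temperature | Signal: TR-FRET cAMP assay | Replicates: One well per compound, no replicates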
NCOA2 inhibitor: human SRC2 (NCOA2) inhibition; Q15596; 370,000 compounds, 0.17% hits; inhibition, % at 9 µM; AID 651957; HEK293 GAL4-SRC2 luciferase reporter, luminescence;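 active means inhibition above the mean inhibition of all tested compounds plus 3 SD, set per campaign, cut at about 52% in these data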;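 further: 0% = DMSO treated cells and 100% = cells given Gossypol at 36 µM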
ABHD5-PLIN5 inh: ABHD5-PLIN5 protein interaction inhibition; Split G. princeps luciferase complementation, luminescence, 4 h; inhibition, % at 4 µM; 360,000 compounds, 0.78% hits;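 active means inhibition above the mean inhibition across every tested compound plus 3 SD, cut at about 22% in these data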;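 further: 0% = DMSO only wells and the 100% control is not disclosed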
MC4R barr agon: agonists of human melanocortin 4 receptor (MC4R) beta-arrestin | U2OS MC4R beta-arrestin complementation, luminescence; percent of melanotan II response, DMSO zero | activation, % at 8.9 µM | 360,000 compounds, 0.98% hits | AID 540308;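 active means activation above a per-plate cutoff, the mean activation of sample wells on that plate plus 3 SD, cut at about 8% in these data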
TLR9-MyD88 block: TLR9-MyD88 interaction inhibition; Q9NR96+Q99836; inhibition, % at 4.98 µM; 340,000 compounds, 0.21% hits; AID 504734; CHO BLA complementation TLR9-MyD88, CCF4 FRET ratio;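 active means inhibition above the mean over all tested compounds plus 3 SD, cut at about 21% in these data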;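 further: 0% = DMSO only wells and 100% = clavulanate BLA inhibitor control wells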
ABCB6 inh MLPCN: human ABCB6 transporter inhibition; Q9NP58; K562-ABCB6 porphyrin accumulation, flow cytometry, 1 h; stronger effect = lower value; fluorescence ratio to DMSO, % at 10 µM; 360,000 compounds, 0.19% hits;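 active means fluorescence ratio to DMSO below 75%, the collection mean minus 3 SD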;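 further: signal is porphyrin accumulated inside mitochondria; 100% equals median channel fluorescence of DMSO control wells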
HTR2A ag: agonists of mouse serotonin 5-HT2A receptor (HTR2A) | P35363 | CHO-K1 mHTR2A beta-arrestin complementation, luminescence; percent of 30 µM serotonin response | activation, % at 7.6 µM | 360,000 compounds, 0.66% hits | AID 624169;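 active means activation above a run cutoff, the mean activation of all tested compounds plus 3 SD, cut at about 14% in these data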;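 further: 0% = plate median of compound wells and 100% = 30 µM serotonin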
Target sequence (P35363 whole entry, looked up): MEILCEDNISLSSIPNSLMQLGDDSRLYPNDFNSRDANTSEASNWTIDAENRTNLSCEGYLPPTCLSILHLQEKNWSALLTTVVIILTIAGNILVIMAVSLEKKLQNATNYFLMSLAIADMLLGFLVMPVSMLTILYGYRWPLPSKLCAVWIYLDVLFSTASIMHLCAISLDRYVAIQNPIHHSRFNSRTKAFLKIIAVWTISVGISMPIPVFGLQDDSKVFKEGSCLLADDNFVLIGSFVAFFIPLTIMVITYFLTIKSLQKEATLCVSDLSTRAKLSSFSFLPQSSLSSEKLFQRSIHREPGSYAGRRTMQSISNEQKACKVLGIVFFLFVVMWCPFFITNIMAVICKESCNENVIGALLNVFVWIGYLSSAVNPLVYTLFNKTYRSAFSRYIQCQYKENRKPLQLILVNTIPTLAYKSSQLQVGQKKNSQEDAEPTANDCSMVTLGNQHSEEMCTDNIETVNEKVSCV
An asterisk follows results filed as active; · = no result given.

cpd	SMILES	MC4R antag cAMP	TLR9-MyD88 block	NOD2-RIPK2 inh	NCOA2 inhibitor	ABHD5-PLIN5 inh	N-glyco inh	HTR2A ag	H9c2 protect	ABCB6 inh MLPCN	MC4R barr agon
1	O=S(=O)(c1ccccc1)N1CCC(=NO)CC1	5.5	4.0	-4.8	0.1	5.1	-3.5	0.8	1.6	98.0	-0.7
2	COc1ccccc1-c1sc2ccccc2c1-c1ccc2c(c1)OCO2	10.6	1.8	7.4	20.9	-7.0	0.4	-1.7	-4.4	98.0	2.0
3	COc1ccc(Cc2c(-c3ccccc3)nc3ccc(Cl)cn23)c(C)c1	·	·	4.6	-44.0	-6.7	-0.4	-7.1	1.6	116.0	·
4	COCCNC(=O)c1ccccc1NC(=O)CSc1ccc(C)cc1	4.5	-8.7	2.6	-1.9	16.0	-1.6	5.2	4.9	102.0	3.0
5	CC(C)COC(=O)NC1c2ccccc2Oc2ccccc21	11.6	-9.8	-8.4	-0.9	-3.0	-2.3	1.5	-0.7	91.0	10.2*
6	O=S(=O)(c1cnc(Cl)c(Cl)c1)N1CCCc2ccccc21	14.4	0.3	3.5	-19.8	1.4	-2.3	0.1	-1.4	104.0	1.9
7	CCc1ccc(NC(=O)C(=O)c2ccccc2NC(C)=O)cc1	2.1	-3.7	-16.0	-53.1	15.5	1.1	-1.2	4.6	96.0	0.2
8	CN1CCN(c2ccc(NC(=S)NC(=O)c3cccc4ccccc34)cc2)CC1	6.9	-3.7	-0.9	-41.5	4.7	-9.0	-9.9	-7.6	96.0	-3.0
9	COc1ccc2c(c1)[C@]1(C[C@H](O)CO1)C(=O)N2C	·	·	-20.6	1.8	-5.9	·	-1.6	·	·	·
10	CN(C(=O)c1cccc(NC(=O)c2ccccc2)c1)C1CCCCC1	6.0	-13.2	7.3	-9.5	-7.2	-4.2	-5.9	-2.3	100.0	-4.8
11	CCC1CCCCN1C(=O)c1ccc2c(c1)C(=O)N(c1ccc(C)cc1)C2=O (stereo not given)	6.6	-3.7	-8.1	13.4	3.4	1.1	-3.7	-1.2	96.0	-0.3
12	Cc1cccc(N(Cc2cc3cc(C)ccc3[nH]c2=O)C(=O)c2cccs2)c1	-6.7	-9.8	-9.1	0.6	0.5	-2.8	9.2	-12.2	94.0	2.5
13	O=C(NCCO)C(=O)Nc1cc2c3c(c1)CC(=O)N3CCC2	-2.4	-0.6	-1.2	-1.8	5.7	1.0	6.3	3.9	100.0	2.7
14	Cc1cccc(Nc2nc(-c3ccc(O)c(O)c3)cs2)n1	14.4	-7.6	-8.0	-25.1	-9.2	0.3	-5.7	43.3	99.0	-0.7
15	COC(=O)c1sc(SC)c(-c2ccon2)c1C	-8.8	1.5	-10.5	0.3	0.4	0.4	9.3	-9.6	100.0	-2.3

Records above that bear a hit mark in MC4R barr agon.
No.	SMILES	MC4R antag cAMP	TLR9-MyD88 block	NOD2-RIPK2 inh	NCOA2 inhibitor	ABHD5-PLIN5 inh	N-glyco inh	HTR2A ag	ABCB6 inh MLPCN	MC4R barr agon
5	CC(C)COC(=O)NC1c2ccccc2Oc2ccccc21	11.6	-9.8	-8.4	-0.9	-3.0	-2.3	1.5	91.0	10.2*

Continued:
cpd	SMILES	MC4R antag cAMP	TLR9-MyD88 block	NOD2-RIPK2 inh	NCOA2 inhibitor	ABHD5-PLIN5 inh	N-glyco inh	HTR2A ag	H9c2 protect	ABCB6 inh MLPCN	MC4R barr agon
16	CN(CC(=O)NCc1ccccc1)CC(=O)Nc1ccc(Cl)c(C(F)(F)F)c1	0.7	0.8	-9.6	18.3	2.6	0.7	-6.2	-10.8	80.0	-1.1
17	CCOC(=O)c1cc2c(ccn2C)n1Cc1ccc(Cl)cc1	11.0	12.7	-3.9	14.9	-13.6	-2.4	-1.4	-14.0	100.0	-0.2
18	O=C(c1ccco1)N1CCN(c2ncnc3c2[nH]c2ccc(Br)cc23)CC1	20.3	-0.4	-5.2	-5.2	13.8	-1.9	6.8	-22.5	88.0	-0.5
19	CCOc1ccc(N(CC(=O)Nc2cccc(OC)c2)S(C)(=O)=O)cc1	18.6	2.4	5.7	-10.2	7.5	1.3	-1.2	7.3	97.0	0.4
20	OCCC1CN(Cc2cn[nH]c2C2CCCCC2)CCN1C1CCCCC1 (stereo not given)	-4.6	12.8	-5.4	2.2	-4.1	-0.1	3.0	-4.0	89.0	-2.2
21	COc1ccccc1C1/C(=C(/O)c2ccccc2)C(=O)C(=O)N1CC(C)O (stereo not given)	1.8	2.9	2.8	0.3	-2.0	3.6	-6.9	-4.2	99.0	-0.6
22	O=C(O)C1C2CCC(O2)C1C(=O)Nc1ccccc1Br (stereo not given)	-4.5	0.5	0.1	-26.4	9.7	0.6	1.9	3.1	99.0	-0.4
23	CCc1nc2ccc(C(=O)N3CCN(S(=O)(=O)CC)CC3)cn2c1N(CC)Cc1cccc(Br)c1	8.5	·	-8.5	2.3	6.2	-1.3	-0.5	10.5	89.0	-0.6
24	O=C(c1ccc(Cl)c(S(=O)(=O)NCc2cccnc2)c1)N1CCCC1	6.3	-1.6	6.1	2.0	4.4	2.8	4.1	-1.4	98.0	-2.0
25	O=C(Cn1cnc2c(nnn2Cc2ccc(F)cc2)c1=O)NCc1ccccc1	-0.3	-3.1	-14.5	-0.1	3.6	3.7	5.1	-3.8	105.0	-1.5
26	Cc1nnsc1C(=O)Nc1cccc(Cl)c1	12.9	9.4	-1.0	-2.2	-0.5	3.4	-0.9	4.1	98.0	-0.3
27	Cc1ccc(-c2cc(C(=O)NCc3cn(C)nc3C)c3cc(Br)ccc3n2)cc1	-0.8	2.0	-11.2	7.2	3.4	0.2	-4.3	-1.0	95.0	-0.9
28	Cc1cccc(-n2nnnc2SC(C)C(=O)NCCC2=CCCCC2)c1 (stereo not given)	0.2	4.0	-2.9	-4.8	-10.7	-0.4	-3.0	1.4	97.0	-2.4
29	Cc1nc(N2CCN(S(=O)(=O)c3ccccc3C#N)CC2)c2c(-c3cccs3)csc2n1	16.2	2.0	-0.9	5.5	-7.4	-4.3	-8.0	21.6	98.0	-0.6
30	O=C(CSc1nnc(-c2ccco2)n1-c1ccccc1Cl)Nc1cccc(C(=O)O)c1	5.0	-1.6	3.0	-9.3	8.2	2.1	5.5	-0.1	99.0	0.0
31	CCn1c(CNC(=O)c2ccccc2F)nnc1SCC(=O)Nc1nncs1	11.2	2.2	-10.5	-2.9	-10.1	0.8	2.7	5.3	97.0	-0.9
32	COc1cccc(-c2nn(C)c3sc(C(=O)N4CCN(c5ccccc5)CC4)cc23)c1	-0.7	-4.7	1.3	14.9	-0.3	-2.7	-0.8	-2.9	95.0	-1.1
33	CCN(CC)C(=O)CN(c1cccc(Br)c1)S(C)(=O)=O	-1.5	·	5.5	-18.4	5.0	1.8	-1.6	-11.0	97.0	0.1
34	COc1ccc(NC(=O)CS(=O)CC(=O)NC2CCCc3ccccc32)cc1 (stereo not given)	5.0	4.9	-0.8	26.2	4.0	-0.1	-5.3	-0.7	104.0	0.1
35	CC(=O)c1cccc(S(=O)(=O)Nc2ccc(N3CCOCC3)cc2)c1	-4.5	-7.8	6.5	15.4	2.8	0.1	-4.3	-2.7	95.0	-1.6
36	Cc1cc(C(F)F)nn1CC(=O)NCc1ccc(Cl)cc1Cl	1.6	12.6	3.5	-26.0	-3.6	-1.8	0.6	-0.3	96.0	3.6
37	Cc1coc2c(O)cc3c(c12)OC1(N2CCCCC2)C(=O)NCCCC31 (stereo not given)	4.0	14.2	0.8	-7.9	9.4	12.2	5.3	-15.0	108.0	8.4*
38	COc1ccc(OC)c(CNc2ccc3c(c2)CCC3)c1	-0.1	-7.5	-2.8	-25.4	-2.8	-6.3	-4.0	-13.9	139.0	-0.3
39	CCc1ccc2nc(-c3cccc(C)c3)nc(SCC(=O)NCC3CCCO3)c2c1 (stereo not given)	8.4	2.1	8.0	-10.7	2.7	-1.0	1.9	-3.6	96.0	-1.8
40	CCOC(=O)C1CCN(C(=O)C(C)N(c2ccc(Oc3ccccc3)cc2)S(C)(=O)=O)CC1 (stereo not given)	24.0	-0.5	5.2	25.9	1.7	-2.4	0.5	-16.4	96.0	-1.5
41	CCC(NC(=O)NCc1cccnc1)(C(F)(F)F)C(F)(F)F	4.6	-1.0	-12.1	-49.1	0.1	1.4	4.2	4.1	93.0	0.8
42	CCCNC(=O)c1cc(-c2ccco2)on1	1.2	5.7	-4.3	-95.3	-4.4	81.2*	-2.4	-5.2	99.0	-0.9
43	CCOC(=O)C1=CN(CC)CCC1=O	2.2	-12.5	5.9	5.0	2.3	0.3	-3.9	27.3	97.0	-1.6
44	COc1ccc(C(CNC(=O)c2ccc(OCc3csc(C)n3)cc2)N2CCCC2)cc1 (stereo not given)	4.7	-0.4	-5.0	-35.2	-2.7	-7.1	-1.9	10.4	107.0	-2.0
45	COc1ccc(OCc2cc(C(=O)N3C[C@H]4CC[C@H]3C4)no2)c(Cl)c1	2.5	-2.0	-4.8	-41.0	11.5	2.4	8.9	-3.6	100.0	-1.1
46	Cc1nc(-c2ccc(F)cc2)c(CC(=O)N(C)CC(=O)Nc2ccc(F)cc2)s1	-6.3	4.1	-3.3	-4.7	-3.6	0.6	-4.9	-6.0	93.0	-3.2
47	CC(=O)Nc1cccc(NS(=O)(=O)c2cn(C)c(=O)n(C)c2=O)c1	-0.4	-12.1	-5.8	13.4	4.7	0.4	1.6	-2.4	93.0	0.0
48	O=C(NCCNc1ccc([N+](=O)[O-])cc1)c1ccco1	14.8	-2.3	3.6	-21.3	0.0	3.0	-3.9	-0.6	100.0	-2.2
49	CCCCC[C@@H]1C=C(C(=O)O)[C@H](c2ccc3c(c2)OCO3)N1S(=O)(=O)c1ccc(C)cc1	1.8	-5.2	-14.1	-47.7	-8.4	1.4	-2.8	1.1	97.0	1.3
50	CC(NC(=S)NNS(=O)(=O)c1cccc([N+](=O)[O-])c1)c1ccccc1 (stereo not given)	6.9	-4.0	-9.1	-53.1	-13.1	2.0	0.7	-1.0	101.0	-3.8
51	CN(Cc1ccc2nonc2c1)Cc1nc(CC2CC2)no1	7.8	0.9	-0.9	-8.4	-1.4	0.5	-1.4	5.6	95.0	1.0
52	COc1ccc(C(=O)Nc2ccc(S(=O)(=O)N3CCCCC3)cc2)cc1OC	4.7	13.5	-1.7	-10.5	4.5	-0.1	2.9	12.0	96.0	-1.1
53	Cc1cc(OC(C)C(=O)NCCCN2CCOCC2)ccc1Cl (stereo not given)	20.4	-13.3	-3.1	-11.8	-1.4	-1.1	-1.2	-6.8	95.0	-0.5
54	CC(C)CC(=O)Nc1ccc(C(=O)COC(=O)C2=COCCO2)cc1	-0.5	2.5	-7.1	-13.2	10.2	-0.2	0.0	-1.4	97.0	1.4
55	CN(CC(=O)Nc1ccc(F)cc1)C(=O)COc1ccc(C(=O)c2ccccc2)cc1	1.0	-7.1	-8.6	-29.6	8.4	-4.0	4.9	3.4	97.0	-1.7
56	Cc1ccc(C)c(N(CC(N)=O)S(C)(=O)=O)c1	3.3	-5.3	-2.3	-0.9	-2.6	1.2	0.1	16.6	93.0	-2.5

The list is partial; rates above refer to the full screens.
